Compound activity as filed in PubChem BioAssay.
phage Ecoli inh = E. coli growth loss with phage present. growth absorbance. 360,000 tested, 0.26% active. inhibition, % at 11.9 µM; in the data active = inhibition above about 11%
SR-BI DiI inh = inhibitors of mouse SR-BI mediated HDL lipid uptake; Q61009; ldlA[mSR-BI] CHO cells, DiI-HDL uptake fluorescence, 3 h; inhibition, % at 12.5 µM; 320,000 tested, 0.96% active; AID 488896;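 active = mean replicate inhibition of at least 70% and a set share of replicates each scoring 70 or more; inconclusive = meets just one of the two criteria; inactive = fails both criteria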;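 also: 0% = median of neutral control wells and 100% = median of positive control wells; values of inactives mirror those of a sister screen read the other way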
Target sequence (Q61009 whole entry, looked up): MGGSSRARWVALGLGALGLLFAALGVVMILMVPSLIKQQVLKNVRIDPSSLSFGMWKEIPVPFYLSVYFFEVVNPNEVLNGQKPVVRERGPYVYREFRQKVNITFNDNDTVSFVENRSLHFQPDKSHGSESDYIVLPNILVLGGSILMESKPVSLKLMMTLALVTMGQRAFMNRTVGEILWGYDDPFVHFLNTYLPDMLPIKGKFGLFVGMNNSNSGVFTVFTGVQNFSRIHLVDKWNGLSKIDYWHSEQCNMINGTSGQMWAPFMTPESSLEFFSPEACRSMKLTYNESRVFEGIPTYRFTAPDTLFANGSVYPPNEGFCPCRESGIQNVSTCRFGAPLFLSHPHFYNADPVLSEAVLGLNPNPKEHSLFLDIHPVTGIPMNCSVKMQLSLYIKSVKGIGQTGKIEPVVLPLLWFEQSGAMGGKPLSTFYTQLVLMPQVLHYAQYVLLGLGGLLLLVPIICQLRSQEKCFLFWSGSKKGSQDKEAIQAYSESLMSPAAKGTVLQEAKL
MITF TRPM1 HTS = activators of MITF-driven TRPM1 promoter activity in SK-MEL-5 cells | SK-MEL-5 TRPM1-promoter luciferase, 24 h; % of positive control, neutral wells = 0 | 300,000 tested, 0.75% active | activation, % at 12.5 µM | AID 588334;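 active = mean activation of at least 80% with every replicate also reaching 80%; inconclusive = mean reaches 80% but some replicate falls short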;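 also: 0% = neutral control wells and 100% = parthenolide positive control wells; values of inactives mirror those of a sister screen read the other way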
CAL PDZ FP-1 = inhibitors of human CAL PDZ peptide binding; purified CAL PDZ, TMR-peptide fluorescence polarization, 1 h; inhibition, % at 24.9 µM; 300,000 tested, 0.92% active; AID 602252;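 active = mean inhibition of at least 30% with at least half of replicates also reaching 30%; inconclusive = no clear call, values can overlap the other calls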;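 also: 0% = DMSO neutral control and 100% = excess unlabeled competitor peptide PRC23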
AddAB inh = less growth of phage-infected E. coli with AddAB; inhibition, % at 11.9 µM; E. coli expressing H. pylori AddAB, absorbance growth; 330,000 tested, 0.29% active; AID 435030; in the data active = inhibition above about 12%;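 also: 0% = vehicle wells of infected cells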
E coli growth = counter-screen for AddAB inhibitors: E. coli growth inhibition | E. coli V3065 growth, OD600 absorbance, 18 h | inhibition, % at 11.9 µM | 330,000 tested, 0.27% active | AID 449728;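 active = inhibition above the campaign's mean inhibition across all tested compounds plus 3 SD, cut at about 9.9% in these data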;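 also: uninfected addAB+ strain grown without phage in ampicillin broth; 0% = DMSO wells and 100% = ciprofloxacin 0.95 µg/ml wells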
SR-BI uptake up = SR-BI HDL lipid transfer activation; CHO ldlA[mSR-BI] cells, DiI-HDL uptake fluorescence, 3 h; 100 = double the neutral-control signal; 320,000 tested, 0.096% active; activation, % at 12.5 µM;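 active = mean replicate activation of at least 60% and every replicate at or above 60%; inconclusive = mean or all-replicate condition met, but not both; inactive = mean below 60% and not all replicates reaching 60%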;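 also: 0% = median plate neutral-control signal and 100% = twice that signal; values of inactives mirror those of a sister screen read the other way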
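System: LDL receptor-deficient CHO ldlA cells overexpressing murine SR-BI | Timing: 3 h uptake period with compound, 37 °C | Medium: HEPES-buffered (25 mM, pH 7.4) F12 plus 0.5% BSA | Dosing: Single-point compound dose | Signal: Bottom-read fluorescence, 550/595 nm | Read-out: Retained DiI signal reflecting DiI-HDL uptake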
CAL PDZ FP-2 = blocks peptide binding to human CAL PDZ domain. Q9HD26. inhibition, % at 20 µM. purified CAL PDZ, TMR-peptide fluorescence polarization, 1 h. AID 504414. 330,000 tested, 0.02% active;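 active = highest replicate inhibition of at least 40%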;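 also: plate controls were DMSO neutral control wells for no effect and unlabeled competitor peptide control wells for full effect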
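Control set: unlabelled peptide and DMSO controls / Material: purified CerCALP PDZ construct / Timing: 1 h incubation at room temperature before polarization reading / Doses: 20 µM, one dose / Detection: fluorescence polarization (mP)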
Tat transport = E. coli Tat transport inhibition; E. coli MC4100 TorA-mCherry Tat export, fluorescence; inhibition, % at 10 µM; 340,000 tested, 0.036% active;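 active = mean replicate inhibition at least 50% and at least half of replicates individually reaching 50%; inconclusive = only one of the two criteria met; inactive = neither criterion met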;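 also: exported cargo escapes ClpAP degradation while cytoplasmic cargo is degraded and loses fluorescence; 0% = median of neutral control wells and 100% = median of NaSCN control wells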
Wnt act = activators of Wnt/beta-catenin signaling; activation, % at 9.35 µM; AID 743398; 300,000 tested, 1.2% active; Wnt/beta-catenin reporter cell assay, activator, plate reader; in the data active = activation above about 30%, passing the limit was not always enough; inconclusive = no clear call, values can overlap the other calls;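 also: 0% = neutral control wells and 100% = positive control wells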
Active calls of the source: *; u = inconclusive; x = not tested or not shown.

SMILES	phage Ecoli inh	SR-BI DiI inh	MITF TRPM1 HTS	CAL PDZ FP-1	AddAB inh	E coli growth	SR-BI uptake up	CAL PDZ FP-2	Tat transport	Wnt act
CCC(=O)NC(c1ccco1)c1cc(Cl)c2ccccc2c1O (stereo not drawn)	3.6	-7.4	-5.8	-2.8	1.6	0.2	7.4	-0.3	3.6	2.3
COc1ccc(NC(=O)/C=C/c2c(Cl)nc3ccccn23)cc1	3.2	53.1	10.8	5.6	0.7	0.1	-53.1	-1.7	-2.6	25.7
COc1cc(C2c3[nH]c4ccccc4c3CCN2Cc2cn(C)nc2C)ccc1F (stereo not drawn)	4.0	22.8	-22.2	1.8	5.0	-1.7	-22.8	-0.1	10.3	-7.2
COc1ccc(CNC(=O)CSc2nc3cccnc3s2)cc1	-0.7	-13.9	17.6	0.2	0.3	-2.5	13.9	0.6	-0.8	2.8
COC(=O)Nc1ccc(=O)n(Cc2c(Cl)cccc2Cl)c1	0.5	15.6	-4.6	x	-0.3	-0.8	-15.6	-0.8	12.3	3.2
CC(=O)C1C(=O)CC(C)(O)C(C(C)=O)C1c1ccccc1 (stereo not drawn)	1.9	-31.6	-4.5	0.8	4.8	0.2	31.6	-0.9	14.8	-0.4
Cc1ccc(C2=NN=C(NC(=O)C(F)(F)F)SC2)cc1	9.5	8.4	44.2	0.2	x	x	-8.4	0.7	-8.3	u
O=C(NCC(=O)N1CCN(c2ccccc2O)CC1)c1ccco1	1.6	-13.6	14.3	1.2	0.9	-1.1	13.6	0.3	-15.6	-3.1
Cc1ccc(C)c(N(CC(=O)NC2CCCC2)C(=O)c2csnn2)c1	2.6	x	x	-3.6	4.1	2.3	x	-0.6	-7.2	2.6
COc1ccc(/C=N/NC(=O)c2ccn[nH]2)cc1COc1ccc(Cl)cc1Cl	-0.9	1.5	19.9	-6.7	1.1	-0.7	-1.5	-3.1	-8.6	x
Cc1cc(C(=O)Nc2ccc3ccccc3c2)oc1C	2.6	18.2	66.5	-2.5	3.2	0.4	-18.2	-1.9	0.6	-0.5
N#CC1C(C#N)N2CCCN2C1c1ccc(Cl)cc1 (stereo not drawn)	0.8	15.3	-14.6	-2.0	2.9	-1.0	-15.3	0.7	0.1	x
O=C(Cn1nnc(-c2ccccc2NC(=O)c2ccccc2F)n1)NCc1ccco1	0.8	8.4	-2.5	-0.1	1.4	-0.9	-8.4	0.7	-5.2	-0.7
COc1cc(-c2cc(=O)c3c(O)c(OC)c(OC)c(O)c3o2)ccc1O	7.0	-8.0	-24.0	-0.7	9.1	3.2	8.0	-1.0	10.7	0.6
CCN(CC)S(=O)(=O)c1cccc(-c2nnc(SCC(=O)c3cc(C)n(C4CC4)c3C)o2)c1	2.6	20.3	-25.6	-14.0	1.6	-0.5	-20.3	-10.5	2.9	x
O=C(c1ccccc1)N1CCN(C(=O)C2CC2)CC1	-0.5	-19.1	1.5	-4.4	3.2	0.2	19.1	-1.9	-0.9	-2.0
O=C(COC(=O)COc1ccccc1[N+](=O)[O-])Nc1ccc2c(c1)OCO2	3.2	-13.1	-5.4	-5.9	-1.8	-1.6	13.1	0.4	-3.6	1.6
COc1cc(/C=C/C(=O)Nc2nnc(C(C)(C)C)s2)cc(OC)c1OC	4.2	51.5	-5.0	0.7	0.7	-0.9	-51.5	-0.4	-51.5	-2.2
O=C(N/N=C/c1ccc([N+](=O)[O-])cc1)c1cc(C2CC2)nc2ccccc12	3.4	21.2	-26.2	x	0.8	-1.9	-21.2	-8.5	-2.8	-1.2
OCCNc1nc(Nc2ccc(Br)cc2)nc2ccccc12	4.0	x	x	x	-2.1	-1.4	x	x	x	9.8
COc1ccc(CC2C(=O)OC(C)(C)OC2=O)c(Cl)c1OC	-1.6	-30.3	-12.0	x	3.2	1.4	30.3	-1.1	-16.4	1.8
Cc1cc(C)nc(NC2=NCC(=O)N2c2ccccc2)n1	2.2	-5.8	-10.6	3.0	0.0	-1.8	5.8	0.1	-3.6	-10.4
Cc1cc(C(F)F)n2nc(C(=O)Nc3cccc(S(=O)(=O)N4CCOCC4)c3)nc2n1	2.3	33.9	-11.8	-1.6	5.2	1.6	-33.9	-2.4	-4.5	0.1
COc1ccc(C(=O)OCCc2sc[n+](CC(=O)c3ccccc3)c2C)cc1	-0.8	x	x	-3.1	1.4	-0.8	x	-3.3	-3.3	3.8
COc1ccc(-n2c(COc3ccc(C)cc3)nnc2SCc2ccc(C#N)cc2)cc1	3.5	9.4	-3.9	x	-1.5	0.7	-9.4	-2.5	21.0	x
CN1C(=O)[C@H]2[C@@H](C3CC3)N3C(=O)CN(Cc4ccccn4)C(=O)[C@@]3(Cc3ccccc3)[C@H]2C1=O	1.5	-13.9	-5.9	0.2	0.4	0.2	13.9	0.8	-1.3	-1.1
Cc1nn(Cc2ccc(C(=O)NN)cc2)c(C)c1Cl	-4.2	-3.6	x	4.2	-0.4	2.2	3.6	0.7	-0.8	5.0
CCCCn1c(=NC(=O)c2ccco2)c(C(=O)OCC)cc2c(=O)n3ccccc3nc21	0.6	3.0	-4.6	0.1	-1.1	-2.2	-3.0	0.0	-5.3	9.8
O=C(Nc1ccc(Cl)cc1)ON=C1CCCC1	4.3	-5.7	30.4	1.0	23.0*	8.6	5.7	-0.4	-7.9	3.5
CC1CCCN(C(=O)CCS(=O)(=O)c2ccc3c(c2)NC(=O)C(C)S3)C1 (stereo not drawn)	x	-9.9	0.5	-0.2	2.5	3.1	9.9	-2.2	-20.9	x
Cc1ccc(-c2cccc(-c3cc(=O)oc4ccc(C(C)(C)C)cc34)c2)cc1	-1.7	-0.9	6.5	-0.2	1.5	1.6	0.9	0.5	-3.8	-1.8
CN1/C(=C\C=C2/SC(=S)N(CC(=O)O)C2=O)C(C)(C)c2ccccc21	3.2	4.1	-3.3	-22.1	2.8	-1.2	-4.1	-25.0	-5.2	-5.7
CC1(C)Cc2c(sc3c2c(N)nc(=S)n3Cc2ccccc2)CO1	0.3	x	x	x	2.4	-0.1	x	x	x	-3.8
C=CCn1c(SCC(=O)N2CCOCC2)nc2sc3c(c2c1=O)CCCC3	1.8	0.3	13.8	-3.5	-1.0	-3.6	-0.3	-3.8	8.6	x
O=C(N/N=C/c1ccc([N+](=O)[O-])o1)c1cc(-c2cccc(Br)c2)nc2ccccc12	1.1	105.3*	-56.1	0.1	1.1	-1.9	-105.3	-2.8	1.0	4.1
CCNS(=O)(=O)c1ccc(Br)c(C(=O)OC(C)C(=O)NCC2CCCCC2)c1 (stereo not drawn)	3.9	12.0	12.8	4.5	1.5	-1.1	-12.0	-1.2	-2.8	-4.9
CN(CCOc1ccccc1)C(=O)C1CCN(C(=O)c2ccc(F)cc2)CC1	-2.4	-7.9	-2.6	-2.0	1.3	1.6	7.9	1.0	4.9	-1.6
CC1CN(c2ncnc3c2cnn3-c2ccc(Cl)cc2)CC(C)O1 (stereo not drawn)	1.9	8.5	68.5	-1.4	-2.3	-1.5	-8.5	-1.2	-2.9	24.2
CCOC(=O)c1c(CN2CCN(CCO)CC2)n(-c2ccccc2)c2cc(Br)c(O)cc12	-2.0	x	-8.5	1.9	0.9	-2.0	x	0.3	-0.2	1.2
Cc1ccc(S(=O)(=O)c2c[nH]c3ccc(C)cc3c2=O)cc1	1.4	-8.6	-13.0	-4.1	x	x	8.6	-0.5	-4.6	2.0
CC12CCC(=O)C=C1CCC1C2C(O)CC2(C)C1CCC2(O)C(=O)COC(=O)COCC(=O)O (stereo not drawn)	-1.5	-24.8	-14.1	-1.2	x	x	24.8	0.5	-2.2	-3.5
CCCCn1c(=S)[nH]c2ncccc2c1=O	2.6	-19.2	0.0	-15.1	0.6	0.5	19.2	-0.2	-1.0	-0.5
Cc1[nH]c2ccccc2c1/C=N/NC(=S)NC(C)C	2.0	6.0	-8.3	-3.1	0.7	0.0	-6.0	0.4	4.4	-0.9
CCOC(=O)[C@@H]1[C@H]2COc3ccccc3[C@@H]2N2C(=O)N(c3ccc(C)cc3)C(=O)[C@@]12C	1.6	-8.0	-4.3	-3.5	0.2	-2.1	8.0	0.2	2.3	0.7
CCN1CC(CN(C)Cc2nc(COc3ccccc3)no2)CC1=O (stereo not drawn)	4.4	-17.2	-1.3	-1.5	0.3	0.6	17.2	-0.7	1.2	-0.9
CS(=O)(=O)N1CCN(c2ccccc2NC(=O)c2ccc(-c3ccc(Cl)cc3Cl)o2)CC1	3.4	15.9	12.5	-5.4	-2.5	0.0	-15.9	-0.9	0.1	x
CCOCCCn1c(SCC(=O)NCc2ccc3c(c2)OCO3)nc2ccccc2c1=O	2.6	14.8	-8.4	-2.9	0.2	-0.6	-14.8	-2.9	-3.3	-2.2
Cc1cccc(C(=O)NC2CCN(C(=O)NCc3ccccc3)CC2)c1	1.6	x	-7.5	3.5	2.3	1.9	x	-1.2	-3.3	-3.0
CN1CCN(C(=O)C23CC4CC(C2)CC(c2ccccc2)(C4)C3)CC1	2.3	-22.9	10.2	4.5	3.2	0.0	22.9	-0.9	1.4	-1.6
CCC(=O)n1nc(-c2ccc(Cl)cc2)nc1N	2.9	-10.9	0.0	-2.9	-0.8	1.9	10.9	-1.6	-1.5	0.2
CCn1nc(C(=O)N2CCN(Cc3ccc4c(c3)OCO4)CC2)c2ccccc2c1=O	4.3	6.3	x	-2.1	-1.8	0.5	-6.3	-0.4	3.2	x
COC(=O)c1ccc(C(=O)N(CCN(C)C)c2nc3c(Cl)cccc3s2)cc1	0.6	5.6	10.9	-1.1	0.4	0.8	-5.6	-0.8	-1.8	-1.5
COc1ccc(CCN(C(=O)C(F)(F)F)C(C(=O)NC2CCCC2)c2cccs2)cc1 (stereo not drawn)	2.3	12.4	3.1	-1.0	-0.1	-4.4	-12.4	-2.8	-4.8	x
CN1C(=O)/C(=C/c2coc3ccc(O)cc3c2=O)SC1=S	2.3	x	-14.9	3.3	1.4	0.2	x	-2.2	-3.3	1.4
